# Compound activity: PubChem BioAssay, National Center for Advancing Translational Sciences (NCATS)
# ATXN viability: Viability Counterscreen for Primary qHTS for Inhibitors of ATXN expression; S2 cells (HEK-293 line with an ATXN2-luciferase reporter) viability, CellTiter-Fluor protease fluorescence, 24 h; AID 651635, 2014; 400,000 tested, 0.49% active; Potency, µM (doses to about 56.7 µM), most hits filed as cytotoxic; further: nearly all actives have a fitted effect of over 40% in size
# TGFb SMAD3 inh: qHTS for Inhibitors of TGF-b; 410,000 tested, 1.2% active; Potency, µM (doses to about 46.1 µM), for inactives: at the top dose activity, negative = inhibition, hits mostly inhibitors; AID 588855, 2011; HepG2 CAGA-GFP TGF-b/SMAD3 reporter, GFP fluorescence, 18 h; TGF-beta stimulated, 500 pg/mL final; further: on the % scale 0 is the no-effect control and ±100 the full control effect; nearly all actives have a fitted effect of over 65% in size
#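 First, reporter cells (HEPG2 CAGA-GFP) rested 2 h at 37 degrees C. Next, compounds were pinned in and TGF-beta added to 500 pg/mL final. After 18 h, GFP was imaged per cell and summed per well.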
# MCF10A rereplic: A quantitative high throughput screen for small molecules that induce DNA re-replication in MCF 10a normal breast cells; MCF 10A DNA re-replication, Hoechst nuclear intensity, 48 h; Potency, µM (top dose mostly 46.1 µM), without a hit: top-dose activity, positive = re-replication, usual class: activators; 350,000 tested, 2.9% active; AID 624296, 2012; further: % of control where 0% means no effect; nearly all actives have a fitted effect of over 50% in size
# ATXN2 expr inh: Primary qHTS for Inhibitors of ATXN expression | 360,000 tested, 0.72% active | HEK-293 ATXN2-luciferase reporter, luminescence, 24 h | Potency, µM (top dose mostly 57 µM), inactives show at the top dose activity change, negative = inhibition, most hits filed as inhibitors | AID 1745845, 2022; further: on the % scale 0 is the no-effect control and ±100 the full control effect; nearly all actives have a fitted effect of over 55% in size
#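 ATXN2-luciferase reporter cells (luciferase flanked by upstream and downstream ATXN2 gene portions) were treated 24 h at 37 °C with compounds at up to 57 uM. SteadyGlo luminescence gave expression; GF-AFC fluorescence gave viability.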
# A549 tox: Nrf2 qHTS screen for inhibitors: counterscreen for cytotoxicity. A549 ARE-Fluc cells, CellTiter-Fluor viability, 18-24 h. Potency, µM (doses to about 46 µM), for inactives: top-dose activity change, negative = cytotoxicity, hits mostly inhibitors. 390,000 tested, 0.16% active; further: on the % scale 0 is the no-effect control and ±100 the full control effect
#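 A549 ARE-Fluc cells in 5% FBS OPTI-MEM, 5000 cells/well, rested 2 h then exposed to compounds in concentration-response for 18-24 h at 37 °C. Viability by CellTiter-Fluor fluorescence (Ex 405/Em 525) after 30 min; luciferase luminescence (BugLite, 15 min, RT) read afterwards.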
# EPAC2 antag: qHTS for Antagonist of cAMP-regulated guanine nucleotide exchange factor 2 (EPAC2): primary screen | Rap guanine nucleotide exchange factor 4 (Homo sapiens), Q8WZA2 | EPAC2 GEF exchange of Rap1B-BODIPY-GDP, fluorescence | Potency, µM (highest dose often 114 µM), without a hit: at the highest dose activity, negative = inhibition, hits mostly inhibitors | 360,000 tested, 0.18% active; further: on the % scale 0 is the no-effect control and ±100 the full control effect; nearly all actives have a fitted effect of over 45% in size; many of its hits are not listed in these tables
# Target sequence (Q8WZA2 whole entry, looked up): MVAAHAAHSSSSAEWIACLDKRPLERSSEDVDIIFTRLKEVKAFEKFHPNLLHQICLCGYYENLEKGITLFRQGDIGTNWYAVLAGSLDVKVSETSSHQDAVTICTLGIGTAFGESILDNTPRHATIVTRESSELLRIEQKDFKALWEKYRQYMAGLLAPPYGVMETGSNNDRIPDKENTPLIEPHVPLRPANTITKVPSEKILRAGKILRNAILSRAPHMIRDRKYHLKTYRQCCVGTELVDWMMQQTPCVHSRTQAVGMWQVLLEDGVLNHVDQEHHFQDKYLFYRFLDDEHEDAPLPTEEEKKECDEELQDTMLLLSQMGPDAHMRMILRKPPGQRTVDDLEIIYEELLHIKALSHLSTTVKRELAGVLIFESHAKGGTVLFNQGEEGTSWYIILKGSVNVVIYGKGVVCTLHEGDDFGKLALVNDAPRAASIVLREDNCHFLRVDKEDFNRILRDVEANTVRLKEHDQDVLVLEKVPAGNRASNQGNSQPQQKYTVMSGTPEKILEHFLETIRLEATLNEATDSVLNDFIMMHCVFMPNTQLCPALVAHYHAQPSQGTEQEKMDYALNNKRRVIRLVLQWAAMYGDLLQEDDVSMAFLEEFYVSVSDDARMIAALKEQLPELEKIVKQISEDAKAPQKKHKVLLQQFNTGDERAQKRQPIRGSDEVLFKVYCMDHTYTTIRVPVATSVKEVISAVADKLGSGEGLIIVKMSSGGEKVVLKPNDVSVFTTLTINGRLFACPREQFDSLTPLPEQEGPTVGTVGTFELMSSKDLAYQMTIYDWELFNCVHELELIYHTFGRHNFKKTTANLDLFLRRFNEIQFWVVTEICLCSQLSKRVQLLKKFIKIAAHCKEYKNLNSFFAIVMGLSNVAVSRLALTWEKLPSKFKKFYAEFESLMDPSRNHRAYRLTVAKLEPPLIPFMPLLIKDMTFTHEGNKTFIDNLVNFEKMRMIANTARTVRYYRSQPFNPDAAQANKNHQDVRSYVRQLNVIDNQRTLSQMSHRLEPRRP
# Nrf2 activator: qHTS of Nrf2 Activators. Potency, µM (series often up to 46.1 µM), for the others: top-dose activation, actives largely listed as activators. 410,000 tested, 0.31% active. AID 624171, 2012. AREc32 ARE-luciferase reporter (MCF7-derived line), luminescence, 24 h; further: % of control where 0% means no effect; nearly all actives have a fitted effect of over 65% in size
#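 Nrf2 activation is followed as ARE-luciferase induction in the AREc32 line after one day of compound treatment; luminescence is read with Steady-Glo.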
# Nrf2 block: Nrf2 qHTS screen for inhibitors; A549 ARE-Fluc reporter, luciferase luminescence, 18-24 h; 360,000 tested, 2.1% active; Potency, µM (series often up to 46 µM), inactives show at the top dose activity change, negative = inhibition, most hits filed as inhibitors; further: on the % scale 0 is the no-effect control and ±100 the full control effect; nearly all actives have a fitted effect of over 60% in size
#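 Reporter: ARE-Fluc in A549. Exposure: 18-24 h, 37 °C, 5% CO2, 5% FBS OPTI-MEM. Readouts: fluorescent cytotoxicity (CellTiter-Fluor), then luminescent Nrf2 signal after BugLite.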
# HepG2 viability: qHTS for Inhibitors of TGF-b: Cytotox Counterscreen; AID 588856, 2011; 410,000 tested, 0.76% active; HepG2 CAGA-GFP viability, ATP luminescence, 18 h; Potency, µM (doses to about 46.1 µM), for inactives: at the top dose activity change, negative = cytotoxicity, hits mostly cytotoxic; further: some results filed as inactive show a strong effect at the top dose
#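 CellTiter-Glo luminescence gave cytotoxicity after 18 hours at 37 degrees C. The cells were HepG2 CAGA-GFP in 1% FBS DMEM, stimulated with 500 pg/mL TGF-beta after compound addition. %Activity was normalised to no-cell wells (complete cell-killing) and DMSO (no toxicity), and curves were fitted and classified.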
# Numbers without * were called inactive; i = inactive; ? = inconclusive; . = no result given; [ ] = remark or other dose. The call rests on the fitted dose curve; in most records, active means well fitted curve in the direction sought with a large enough effect; inconclusive means small, poorly fitted or top-dose-only effect, or another doubt; inactive means no such curve, though single readings can be large; an effect the other way counts as inactive or inconclusive. Potency means the concentration at half of the fitted maximal effect.
structure	ATXN viability	TGFb SMAD3 inh	MCF10A rereplic	ATXN2 expr inh	A549 tox	EPAC2 antag	Nrf2 activator	Nrf2 block	HepG2 viability
COc1nc(-c2ccccc2)nc(-c2ccccc2)c1C	i	-1%	23µM*	-22%	0%	-9%	-0.3%	28%	-105%
CSCCC(NS(=O)(=O)c1ccccc1F)C(=O)NCC(c1ccc(F)cc1)N1CCOCC1 (centres undefined)	i	0%	1%	-9%	4%	-12%	0.0%	-2%	0%
O=C(Cn1cc2c(n1)CCCC2)N1CCCC1	i	-14%	0%	1%	-11%	3%	-0.9%	8%	0%
CCOc1ccc(N(C(C)C(=O)N/N=C(\C)c2cccc(NC(=O)c3ccccc3)c2)S(C)(=O)=O)cc1 (centres undefined)	i	0%	?	-6%	-28%	1%	7.1%	.	7%
O=C1COc2ccc(C(=O)COC(=O)Cc3ccc(F)cc3)cc2N1	i	4%	0%	19%	1%	-6%	2.3%	4%	-3%
Cc1ccc(OCC(=O)Nc2ccc3c(c2)OCO3)cc1C	i	-11%	8%	.	12%	-2%[57.1 µM]	3.8%	5%	14%
COc1ccc(NC(=O)Cn2nnc3sc4c(c3c2=O)CCCC4)cc1	i	-6%	.	12%	-3%	.	-1.3%	-4%	-7%
COCC(C)NC(=S)NCCc1ccc(Cl)cc1Cl (centres undefined)	?	?	?	.	0%	-13%	-0.2%	-3%	-23%
CC(=O)Nc1ccc(C(=O)N/N=C/C2CC3C=CC2C3)cc1 (centres undefined)	i	6%	-4%	.	0%	10%	0.2%	-3%	-5%
O=C(Nc1sc2c(c1C(=O)O)CCCC2)c1ccc(F)cc1	i	-5%	-12%	-6%	-29%	-6%	-0.2%[9.22 µM]	-13%	-22%
O=C(N/N=C/c1ccccn1)c1ccc(NC(=O)c2ccccc2Cl)cc1	i	18%	0%	-20%	-9%	-5%	0.0%	-32%	-13%
Cc1cc(=O)oc(C)c1C(=O)N1CCc2c([nH]c3ccccc23)C1C(C)C (centres undefined)	i	5%	-1%	-7%	0%	-8%	-0.1%	-11%	1%
COC(=O)[C@]12CCCCC=C1N(Cc1ccc(Cl)cc1Cl)C(=O)[C@H](CC(=O)NCc1cccc(C(F)(F)F)c1)C2	?	.	.	?	.	-15%	4.0%	.	.
CC(C)OC(=O)CSc1nnc2c(n1)[nH]c1ccc(F)cc12	i	1%	-5%	-22%	3%	7%	-0.6%	8%	2%
Nc1ncnc2c1ncn2[C@@H]1O[C@H](C(=O)NCc2ccc(OC(F)(F)F)cc2)[C@@H](O)[C@H]1O	i	?	.	16%	.	-2%	3.3%	.	-29%
O=C(O)c1cc(N/N=C/c2ccc(N3CCOCC3)cc2)ccc1Cl	i	-5%	0%	.	3%	12%	-1.8%	?	3%
O=C(NCc1ccc(F)cc1)c1cnc(N2CCOCC2)c2ccccc12	.	7%	.	.	10%	.	4.2%	.	6%
O=C(O)c1ccc(N=NN2CCCC2)cc1	i	-1%	-2%	6%	6%	14%	0.0%[9.22 µM]	3%	-4%
CC(NC(=O)c1ccc(Cl)s1)C1CCCO1 (centres undefined)	i	-1%	-14%	11%	-3%	-3%	-0.5%	.	2%
CCOC(=O)C1CCCN(C(=O)c2ccc3nc(-c4ccc(OC)c(OC)c4)c(-c4ccc(OC)c(OC)c4)nc3c2)C1 (centres undefined)	i	-11%	1%	-1%	-9%	-16%	2.8%	-13%	-1%

# Compound profiles (already shown):
# COc1nc(-c2ccccc2)nc(-c2ccccc2)c1C reads ATXN viability = i; TGFb SMAD3 inh = -1%; MCF10A rereplic = 23µM*; ATXN2 expr inh = -22%; A549 tox = 0%; EPAC2 antag = -9%; Nrf2 activator = -0.3%; Nrf2 block = 28%; HepG2 viability = -105%
# CCOc1ccc(N(C(C)C(=O)N/N=C(\C)c2cccc(NC(=O)c3ccccc3)c2)S(C)(=O)=O)cc1 (centres undefined) reads ATXN viability = i; TGFb SMAD3 inh = 0%; MCF10A rereplic = ?; ATXN2 expr inh = -6%; A549 tox = -28%; EPAC2 antag = 1%; Nrf2 activator = 7.1%; Nrf2 block = .; HepG2 viability = 7%

# (next part)
structure	ATXN viability	TGFb SMAD3 inh	MCF10A rereplic	ATXN2 expr inh	A549 tox	EPAC2 antag	Nrf2 activator	Nrf2 block	HepG2 viability
CCN(CC(=O)Nc1ccc(OC)cc1)C(=O)CN1C(=O)NC(C)(c2ccc3ccccc3c2)C1=O (centres undefined)	i	-24%	-1%	-20%	-1%	-3%	-0.6%	0%	-12%
O=C(Nc1ncccn1)C1c2ccccc2Oc2ccccc21	i	-12%	2%	-7%	1%	9%	-0.2%	-10%	2%
O=C(COC(=O)CNC(=O)c1ccccc1F)NCC(F)(F)F	i	-14%	2%	.	0%	9%	-1.2%	5%	-13%
Cc1c(C(=O)NCCN2CCCC(O)C2)oc2c(F)cccc12 (centres undefined)	i	-2%	-20%	4%	5%	3%	0.3%	7%	-14%
CCC1(CC)C(=O)Nc2ccccc21	i	31%[activator]	9%	2%	3%	-11%	0.5%	5%	-2%
Cc1occc1C(=O)Nc1cccc(S(=O)(=O)N2CCOCC2)c1	i	19%	3%	.	1%	5%	2.6%	5%	13%
CCN(CC)S(=O)(=O)c1ccc(NC(=O)c2ccc(CN3CCOCC3)cc2)cc1	i	?	0%	?	-4%	5%	0.1%	3.7µM*	-23%
C#CCN(C[C@@H]1[C@@H](OC(=O)NC2CC2)[C@@H](OC(=O)NC2CC2)Cn2c(=O)n(CCCCCC)c(=O)n21)S(=O)(=O)c1ccc(C)cc1	?	-21%	.	-30%	.	-12%	0.8%	.	-15%
COc1cc(CN(C)c2ccc(S(=O)(=O)N3CCCC3)cn2)ccc1OC(F)F	i	?	10%	-17%	8%	7%	4.9%	?	-23%
Cc1ccc(C)n1-c1cc(S(=O)(=O)N2CCOCC2)ccc1N1CCCC1	i	-7%	-4%	-4%	-6%	-1%	1.5%	-10%	-11%
CCOC(=O)NNC(=O)c1ccc(Cl)cc1	i	-1%	-3%	5%	12%	14%	-0.2%	.	14%
CCCSc1nc(N)nc2c1ncn2C1OC(CO)C(O)C1O (centres undefined)	i	-9%	0%	19%	0%	6%	-0.1%	2%	-16%
COc1ccc(C(C)C)cc1S(=O)(=O)Nc1ccccn1	i	-3%	3%	-2%	-2%	14%	0.2%	-5%	-11%
O=C(NCc1ccc(F)cc1)C1CCC(CNS(=O)(=O)c2cccs2)CC1 (centres undefined)	i	1%	0%	-26%	-5%	0%	0.4%	-20%	-9%
Clc1ccc2c(c1)C1CC2CCN1Cc1ccccc1 (centres undefined)	i	1%	?	0%	11%	-9%	-1.0%	?	-14%
CC1CCC2(CC1)NC(=O)N(CC(=O)NC1(C#N)CCCCC1)C2=O (centres undefined)	i	-1%	-1%	-1%	0%	7%	-0.5%	10%	-3%
CCN(C(=O)Cc1ccccc1OC)c1nnc(-c2ccncc2)s1	i	-20%	8%	-10%	4%	1%	0.9%	-4%	-5%
COC(=O)[C@]12CCCCC=C1N(Cc1ccccc1)C(=O)[C@H](CC(=O)N1CCOCC1)C2	i	.	.	-4%	.	11%	-0.2%	.	.
CC(C)Oc1ccc(/C=N/NC(=O)c2nnn(-c3nonc3N)c2CN(C)c2ccccc2)cc1	i	?	-10%	0%	-2%	-10%	-0.8%	?	-8%
CCOC1(C)OCC(=O)[C@]2(CCC3C4CCC5=CC(=O)C=CC5(C)C4C(=O)CC32C)O1 (some centres undefined)	i	13%	-1%	-12%	0%	1%	-0.8%	?	0%
COCC(C)NC(=O)c1ccc2nc(-c3ccccc3)c(-c3ccccc3)nc2c1 (centres undefined)	i	1%	17%	1%	-1%	-7%	-1.3%	-11%	-11%
N#Cc1ccc(C(=O)Nc2cccc3ccccc23)c(F)c1	i	4%	7%	-1%	0%	-6%	4.4%	?	-1%
CCC(C)N1C(=O)N(c2cccc(Cl)c2)C(C)(O)CC1(C)C (centres undefined)	i	14%	10%	.	9%	-13%	-0.3%	9%	2%
COc1ccc(NC2CCCN(C(=O)C3=NNC(=O)CC3)C2)cc1 (centres undefined)	i	5%	.	.	.	15%	-0.9%	.	40%
O=C(NC(NC(=O)c1c(F)cccc1F)c1ccc([N+](=O)[O-])cc1)c1c(F)cccc1F	i	11%	-10%	-20%	-1%	3%	2.5%	0%	-5%
Cc1ccc(Nc2c(-c3ccco3)nc3ccccn23)cc1	i	0%	1%	11%	-6%	-3%	6.0%	?	-36%
Cc1cc(SCC(=O)Nc2cccc(S(=O)(=O)NC3=NCCCCC3)c2)nc2ccccc12	i	11µM*	7%	.	0%	2%	2.2%	?	-35%
COCC1CCN(C(=O)c2cc(COc3ccc(OC)cc3Cl)on2)C1 (centres undefined)	i	-12%	.	.	.	8%	2.9%	.	-25%
O=C(NC(=S)N1CCCC1)c1ccc(Cl)cc1	i	0%	6%	3%	1%	2%	-0.8%	0%	1%
CCN(CCO)C(=O)c1ccc2nc(Cc3cccc(Cl)c3)oc2c1	i	11%	0%	15%	1%	12%	0.1%	7%	-1%
COC(=O)c1cccnc1NC(=S)NNC(=O)c1ccncc1	.	0%	0%	.	-16%	4%	0.2%	8%	5%
CC(C)CC(C(=O)OCC(=O)N1CCN(c2ccccc2)CC1)N1C(=O)c2ccccc2C1=O (centres undefined)	i	-3%	1%	5%	0%	-6%	0.3%	-6%	-7%
C[C@@H]1CN([C@H](C)CO)S(=O)(=O)c2ccc(C#Cc3ccccc3)cc2O[C@@H]1CN(C)C(=O)CN(C)C	?	?	.	-22%	.	6%	-1.7%	.	-51%
S=C(Nc1ccccc1Cl)N(CCCN1CCOCC1)Cc1ccco1	i	-4%	4%	3%	-5%	18%	1.1%	7%	-2%
CC(=O)N/N=C(\C)c1ccc2c(c1)OCCO2	i	1%	-4%	19%	-2%	0%	0.4%	?	0%
CCOC(=O)C1=C(C)N(C)C(=O)NC1c1cccc([N+](=O)[O-])c1 (centres undefined)	i	-1%	?	2%	4%	16%	0.3%	-10%	3%

# Some of the compounds tested (hit frequency here may not be typical).
